Cdc42 wt GTP = modulators of GTP binding to wildtype Cdc42, primary screen, biochemical, multiplex bead flow cytometry, Bodipy-GTP; Cell division control protein 42 homolog (Homo sapiens), P60953; GST-Cdc42 beads; actives lie on both sides; percent activity (GTP binding), % at 10 µM; 190,000 tested, 0.2% active;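 active = percent activity GTP binding at least 20 points away from the 100% baseline, either down as inhibitor or up as activator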;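 also: median bead fluorescence of bound Bodipy-FL-GTP at 100 nM; 0% = excess unlabeled GTP control and 100% = no compound control; below 100% means less GTP binding so inhibitor and above means activator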
Target sequence (P60953 whole entry, looked up): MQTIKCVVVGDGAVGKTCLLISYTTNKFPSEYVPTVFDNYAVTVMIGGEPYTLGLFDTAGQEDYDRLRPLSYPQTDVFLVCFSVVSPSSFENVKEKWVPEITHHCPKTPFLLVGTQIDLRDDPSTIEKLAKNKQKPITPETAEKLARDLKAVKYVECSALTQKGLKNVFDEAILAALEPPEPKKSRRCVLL
Mcl1-Noxa inh = Mcl-1/Noxa binding inhibitors, primary screen, biochemical, TR-FRET, 1536-well; inhibition, % at 21.7 µM; 220,000 tested, 1.5% active; AID 1022, 2008; TR-FRET Mcl-1/Noxa peptide binding, 2 h; Induced myeloid leukemia cell differentiation protein Mcl-1 (Homo sapiens), Q07820;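 active = compounds that cut the protein-peptide binding signal by more than 50% relative to plate controls in a single-dose test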;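 also: His-tagged Mcl-1 with rhodamine Noxa BH3 peptide and terbium anti-His antibody; 0% = Mcl-1 plus Noxa peptide wells and 100% = peptide-only wells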
Target sequence (Q07820 whole entry, looked up): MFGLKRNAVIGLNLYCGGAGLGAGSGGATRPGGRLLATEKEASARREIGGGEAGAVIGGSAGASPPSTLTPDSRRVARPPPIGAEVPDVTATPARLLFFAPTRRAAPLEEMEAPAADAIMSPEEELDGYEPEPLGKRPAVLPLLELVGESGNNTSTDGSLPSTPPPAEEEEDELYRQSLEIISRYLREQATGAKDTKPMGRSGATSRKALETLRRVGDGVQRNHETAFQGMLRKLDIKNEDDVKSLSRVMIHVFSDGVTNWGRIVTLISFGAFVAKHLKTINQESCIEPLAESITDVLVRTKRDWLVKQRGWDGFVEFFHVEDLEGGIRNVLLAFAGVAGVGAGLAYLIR
Rab7 wt GTP bind = modulators of GTP binding to Rab7, primary screen, biochemical, wildtype, multiplex bead flow cytometry; AID 758, 2007; Rab7 GTPase wild type (dog), Bodipy-FL-GTP binding; 190,000 tested, 0.055% active; GST-Rab7 beads, fluorescent GTP binding; actives lie on both sides; untreated = 100%, excess cold GTP = 0%; GTP binding activity (percent of control), % at 10 µM;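 active = fluorescent GTP binding to Rab7 beads changed by at least 20 points from the 100% baseline, either direction, mostly lower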;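 also: median green fluorescence of bound Bodipy-FL-GTP per Rab7 bead population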
Pf gametocyte = late stage P. falciparum gametocyte viability inhibitors, primary screen, ATP luminescence, HTS; P. falciparum stage V gametocytes, 24 h; inhibition, % at 10.9 µM; 150,000 tested, 0.065% active; AID 743093, 2013;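 active = inhibition above the mean plus 3 SD of compounds within the control limits, set per campaign, cut at about 38% in these data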;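 also: 0% = DMSO wells and 100% = medium only without gametocytes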
Rab2A wt mod = modulators of GTP binding to Rab2A wildtype, primary screen, biochemical, dog, bead-based flow cytometry, multiplex; 190,000 tested, 0.19% active; GTP binding activity, % at 10 µM; GST-Rab2 wt beads, Bodipy-GTP binding;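 active = GTP binding activity at least 20 points away from 100%, either lowered or raised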;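 also: 0% = beads with excess unlabeled GTP and 100% = no-compound control corrected for plate trend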
Rac1 wt modul = wildtype Rac1 GTP binding modulators, primary screen, biochemical, GST-Rac1 beads, flow cytometry, multiplex. Ras-related C3 botulinum toxin substrate 1 (Homo sapiens), P63000. fluorescent GTP binding; actives lie on both sides; 0 = cold GTP competed, 100 = untreated. GTP binding activity (% of control), % at 10 µM. 190,000 tested, 0.27% active;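 active = GTP binding activity at least 20 points away from the 100% control level, either lower or higher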
Mcl1-Bid inh = Mcl-1/Bid binding inhibitors, primary screen, biochemical, TR-FRET, 1536-well; Induced myeloid leukemia cell differentiation protein Mcl-1 (Homo sapiens), Q07820; TR-FRET Mcl-1/Bid-Dy647 peptide binding; inhibition, % at 21.7 µM; 220,000 tested, 0.97% active; AID 1021, 2008;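 active = compounds that cut the binding signal by more than half at the single screening dose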;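 also: His-tagged Mcl-1 with europium anti-His antibody binding Bid BH3 peptide; 0% = Mcl-1 plus peptide wells and 100% = peptide-only wells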
RGS8-Gao reg = RGS8-Galphao binding modulators, primary screen, biochemical, multiplexed bead flow cytometry; Guanine nucleotide-binding protein G(o) subunit alpha (Homo sapiens), P09471; actives lie on both sides; response (percent of control binding), % at 10 µM; 220,000 tested, 0.34% active; in the data active = response below about 60% or above about 140%; inactive = in between;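 also: Galphao activated as the GDP aluminium fluoride complex binding bead-coupled RGS8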
Target sequence (P09471 whole entry, looked up): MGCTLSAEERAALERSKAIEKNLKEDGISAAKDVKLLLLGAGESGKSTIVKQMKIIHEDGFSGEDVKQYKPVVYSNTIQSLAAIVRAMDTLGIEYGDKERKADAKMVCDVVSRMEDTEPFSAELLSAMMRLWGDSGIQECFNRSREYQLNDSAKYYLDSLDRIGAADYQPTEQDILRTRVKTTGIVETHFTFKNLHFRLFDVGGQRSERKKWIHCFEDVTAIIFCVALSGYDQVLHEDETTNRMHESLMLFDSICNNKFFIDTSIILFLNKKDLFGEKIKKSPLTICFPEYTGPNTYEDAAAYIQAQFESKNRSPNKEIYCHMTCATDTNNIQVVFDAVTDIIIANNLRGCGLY
HRas wt GTP bind = modulators of GTP binding to HRas wildtype, primary screen, biochemical, bead-based flow cytometry, multiplex; GST-Ras wt beads, Bodipy-FL-GTP binding; actives lie on both sides; GTP binding activity, % at 10 µM; 190,000 tested, 0.14% active; AID 759, 2007;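 active = GTP binding activity at least 20% away from the 100% baseline, either lowered as inhibitor or raised as activator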;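 also: 0% = unlabeled GTP competition control and 100% = no-compound control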
Rac1 act GTP bind = GTP binding modulators of activated mutant Rac1, primary screen, biochemical, bead-based flow cytometry, multiplex, fluorescent GTP; Ras-related C3 botulinum toxin substrate 1 (Homo sapiens), P63000; GST-Rac1 activated beads; actives lie on both sides; 100% means binding = to untreated wells; percent activity (GTP binding), % at 10 µM; 190,000 tested, 0.11% active; AID 764, 2007;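 active = GTP binding at least 20 percentage points away from the 100% baseline, in either direction, so actives lie on both sides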
Bim-Mcl-1 = inhibitors of Bim peptide binding to Mcl-1, primary screen, biochemical, bead-based flow cytometry, multiplex; Induced myeloid leukemia cell differentiation protein Mcl-1 (Homo sapiens), Q07820; Bim peptide-Mcl-1 binding; 190,000 tested, 0.1% active; inhibition, % at 10 µM; AID 1009, 2008; in the data active = inhibition above about 40%;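 also: 0% = no compound tracer wells and 100% = peptide blocker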
The depositor's hits bear a star; / = not tested or not shown; & = joins results of further samples; [ ] = dose if it differs, or a comment. Random draw from the library; any-hit rate near 2.9%.

SMILES	Cdc42 wt GTP	Mcl1-Noxa inh	Rab7 wt GTP bind	Pf gametocyte	Rab2A wt mod	Rac1 wt modul	Mcl1-Bid inh	RGS8-Gao reg	HRas wt GTP bind	Rac1 act GTP bind	Bim-Mcl-1
O=C(OCC(=O)c1ccccc1Cl)c1cnccn1	105	9	99	/	103	115	4	88	101	98	-2
COCCOC(=O)c1c(C)oc2ccc(OC(=O)COc3c(F)c(F)c(F)c(F)c3F)cc12	97	-5	101	9	98	99	-30	102	99	97	-4
CCOP(=O)(c1ccccc1)C(O)c1ccc(Br)cc1 (stereo unspecified)	104	3	100	-18	102	106	-10	100	103	104	0
O=C(NC1CCCc2ccccc21)C1CCN(C(=O)c2sccc2-n2cccc2)CC1 (stereo unspecified)	102	-5	99	/	102	111	-22	96	101	101	-2
Cc1nnsc1C(=O)Nc1ccc(Cl)cc1	100	1	96	14	98	101	-4	91	100	97	-2
Cc1ccc(-c2csc(Nc3ccc(C(=O)O)cc3)[n+]2Cc2ccccc2)cc1	90	46	99	-9	96	96	-96	99	96	94	0
COc1cccc(OCc2nnc(-c3cccs3)o2)c1	101	4	104	-7	101	102	-12	108	102	102	-3
CC(C)/C=C/C(=O)N1CCC(N2CCC(C(=O)N3CCOCC3)CC2)CC1	93	-3	96	3	94	94	-8	99	95	92	0
COC(=O)CCSc1cc([N+](=O)[O-])cc2c1c(C1OCCS1)nn2-c1ccccc1 (stereo unspecified)	105	20	100	/	102	105	-11	105	104	101	0
CCOC(=O)CCc1c(C)c2ccc(OCC)c(C)c2oc1=O	100	16	98	-13	103	108	-4	100	104	100	0
N#Cc1ccc(OCC(=O)N/N=C2/CC(c3ccccc3)Oc3ccccc32)cc1 (stereo unspecified)	99	2	96	7	97	100	0	99	98	97	-2
CC(C)N(Cc1nc(-c2ccccc2)no1)C(=O)c1ccc(Br)o1	100	1	101	-10	102	98	-9	107	102	98	-2
Cc1cccc(-c2onc3ccc(C4(C)OCCO4)cc23)c1	98	-3	100	/	100	100	1	104	101	99	0
O=C(NCc1ccncc1)C1CCCN(S(=O)(=O)Cc2ccccc2)C1 (stereo unspecified)	101	3	100	/	98	103	-7	103	98	97	-4
Cc1ccc(-c2nc3cc(Br)cnc3nc2-c2ccc(C)cc2)cc1	92	15	92	-3	92	96	8	99	91	90	8
CCOC(=O)N1CCN(c2c(N3CC=C(c4ccccc4)CC3)c(=O)c2=O)CC1	101	12	101	/	99	104	-34	100	100	99	3
O=S(=O)(c1cc(Cl)ccc1Cl)N1CCCC1	101	-13	100	/	99	103	-27	99	101	95	0
Cc1cccc2c1nc(-c1ccccc1)n1nnnc21	105	-7	103	-22	102	105	11	101	103	100	0
NC(=O)N/N=C/c1cccc(OCc2ccc(F)cc2)c1	98	-2	96	-10	102	96	-3	99	97	96	0
Fc1ccc(C(c2nnnn2Cc2cccs2)N2CCN(c3ccccc3)CC2)cc1 (stereo unspecified)	104	-4	103	-64	103	106	-13	104	102	99	1
CC(C)CNS(=O)(=O)c1ccc2c(c1)OCCO2	98	-9	101	-3	98	105	-47	97	99	98	1
CCCOc1nc2c(c(=O)n(C)c(=O)n2C)n1CCC	110	-5	106	0	106	111	-18	93	105	103	-1
Cc1nn(-c2ccc(C(=O)O)cc2)c(=O)c2ccccc12	103	17	104	/	102	107	2	103	103	100	-4
O=C(CN1CCN(c2cccc(Cl)c2)CC1)Nc1ccc([N+](=O)[O-])cc1C(=O)Nc1ccccc1F	105	10	101	7	103	107	-15	104	102	102	-3
O=c1oc2cc(Cl)ccc2n1CSc1nc2ccccc2s1	106	-2	98	-23	98	110	-25	98	103	103	1
CCCC(=O)Nc1ccc2c(c1)nc1n2CCOC1	99	-4	97	9	96	96	-10	95	97	98	-4
CCOC(=O)C(NC(=O)c1cccc(Cl)c1)(OCc1ccc(F)cc1)C(F)(F)F (stereo unspecified)	100	13	100	/	100	107	-11	102	102	103	-1
CC(C)(C)NCCOCCOc1ccccc1-c1ccccc1	101	4	96	/	96	96	56*	97	97	97	-2
CCOCCCNC(=O)C1CCCN1C(=O)Nc1ccccc1[N+](=O)[O-] (stereo unspecified)	96	7	99	-6	96	101	9	91	96	96	-3
CC1(C(=O)NCCN2CCOCC2)C=CCN1C(=O)c1ccccc1 (stereo unspecified)	101	1	102	4	99	105	-5	99	104	100	-3
O=C1C[C@@H](c2ccc(O[C@@H]3O[C@H](CO)[C@@H](O)[C@H](O)[C@H]3O)cc2)Oc2cc(O)ccc21	99	-5	97	0	98	102	7	87	97	96	1
COc1ccc(C)cc1NC(=O)c1nnn(CCc2ccccc2)c1N	99	-6	98	/	99	104	-21	101	99	99	0
O=C(CSc1nnc(C2COc3ccccc3O2)o1)NC1CCCCC1 (stereo unspecified)	100	-16	100	/	101	103	-20	100	100	100	1
CCN(CC(=O)NC(C)C)C(=O)C(CCSC)NC(=O)c1ccccc1OC (stereo unspecified)	97	-8	102	1	99	99	-21	101	98	94	0
O=C(Nc1ccccc1Cl)Nc1cccnc1Cl	98	11	104	-39	102	101	-19	103	100	97	0
CCOC(=O)Nc1nnc(CCc2ccccc2)s1	97	1	92	/	98	99	-12	102	99	96	24
CSc1nc(Sc2ccccc2Cl)c2ccccc2n1	98	-5	96	/	93	95	-16	103	98	93	-4
Cc1cccc(-n2nnnc2SCC(=O)NCCN2C(=O)CSC2=O)c1	101	-6	99	4	99	107	-22	102	98	98	-3
O=C(CN1C(=O)CCS(=O)(=O)c2ccccc21)Nc1ccc2c(c1)OCCO2	95	14	101	/	96	97	4	99	96	97	3
Cc1cccc(Nc2nnc(SCC(=O)Nc3ccc(C(=O)O)cc3)s2)c1	85	0	89	/	85	83	8	103	86	87	9
Cc1ccc(C(=O)Nc2nc(=O)n(C(=O)C3CC3)s2)cc1	99	30	103	31	97	97	10	101	97	96	1
O=C(CNC(=O)c1cccs1)OCC(=O)c1cccs1	102	-11	98	/	101	104	-17	97	102	102	-1
NNc1ccc2nnc(C(F)(F)C(F)(F)C(F)(F)F)n2n1	96	13	103	13	100	101	-49	85	99	98	-5
O=C(c1ccc(Cl)cc1)N1CCN(c2ccc(F)cc2)CC1	101	-1	104	/	101	105	0	106	102	99	-2
NS(=O)(=O)c1ccc(CCNc2ncnc3sccc23)cc1	105	10	100	/	101	108	-18	111	101	100	-4
CCc1nc(OCCN(CC)CC)c2oc3ccccc3c2n1	97	22	98	-17	94	95	42	103	97	92	-2
CC1CCCC(C)N1c1nnc(NC(=O)Cn2c(=O)oc3ccccc32)s1 (stereo unspecified)	102	14	100	/	98	103	-33	104	98	98	0
O=[N+]([O-])c1ccc(Oc2cccc3cccnc23)c([N+](=O)[O-])c1	96	20	97	/	94	99	0	98	97	96	-1
O=C(CN1C(=O)NC2(CCCCCCC2)C1=O)NCc1ccc2c(c1)OCO2	106	8	100	/	103	102	-3	96	104	100	-1
CCCc1cc(=O)[nH]c(SCC(=O)N(Cc2ccccc2)C(C)C)n1	101	0	97	/	99	104	-31	98	100	99	0

(further entries)
SMILES	Cdc42 wt GTP	Mcl1-Noxa inh	Rab7 wt GTP bind	Pf gametocyte	Rab2A wt mod	Rac1 wt modul	Mcl1-Bid inh	RGS8-Gao reg	HRas wt GTP bind	Rac1 act GTP bind	Bim-Mcl-1
OCCNc1c2ccccc2nc2c(F)c(F)c(F)c(F)c12	102	11	100	-7	102	106	-6	100	100	96	-5
Cc1ccc(C(=O)COC(=O)c2cc(Cl)nc3ccccc23)cc1C	101	11	95	10	99	97	-3	158*[activator]	97	98	2
CCSc1ccc(-c2nn(-c3ccccc3)cc2/C=C(/C#N)C(=O)NC)cc1	102	7	101	19	102	101	-11	101	102	101	-7
O=C1Cn2c(nc3ccccc32)N1c1cccc(C(F)(F)F)c1	103	11	103	/	102	107	-30	105	103	102	-2
Cc1ccc(N=N/C(=C\O)C(=O)c2ccncc2)cc1	100	1	103	25	102	103	-29	101	101	99	-1
CCNc1nc(OC)nc(SCC(N)=O)n1	92	-1	95	-6	92	92	-8	102	95	92	-1
CCCc1cc2c(=O)c(-c3ccccn3)c(C)oc2cc1O	99	-19	99	-4	100	102	-11	103	98	97	-4
CCOC(=O)c1cnc2scnn2c1=O	96	-13	99	6	97	97	-2	97	99	95	1
CCCCCCc1c(O)nc(SCC(=O)O)[nH]c1=O	102	17	98	/	102	108	9	102	102	102	0
COC(=O)c1cc(Br)c(=O)n(CCc2ccc(O)cc2)c1	106	1	100	/	101	106	-9	102	103	99	-2
C=CCn1c(-c2ccco2)n[nH]c1=S	96	42	97	/	97	99	-29	101	96	97	-2
c1ccc(CN2c3ccccc3-c3nc4ccccc4n3C2c2ccccn2)cc1 (stereo unspecified)	97	2	95	-3	97	97	-2	99	95	95	-3
CC(=O)Nc1ccc(NC(=O)C2CCN(c3ccc(C(F)(F)F)cn3)CC2)cc1	101	8	108	-1	102	101	-29	100	100	99	5
O=C(Nn1cnnc1)c1ccccc1CCc1ccccc1	101	19	99	/	99	98	97*	95	100	100	-5
CCc1ccc(OCC(=O)N/N=C\c2ccco2)c([N+](=O)[O-])c1	95	16	97	0	96	99	-62	104	99	96	0
Cn1c(=O)c2nc(-c3ccccc3)oc2c2ccccc21	97	5	96	-23	94	94	16	100	95	95	-1
CCOC(=O)N1CCN(C(=O)CNCc2cccs2)CC1	107	-3	105	/	105	109	27	106	106	99	-2
CCOC(=O)Cc1cc(=O)n(-c2nc3ccccc3s2)[nH]1	96	-73	93	-16	99	100	-87	101	97	98	0
O=c1cc(N2CCN(c3ccc(F)cc3)CC2)[nH]c(=O)n1C1CCCCC1	106	-10	101	/	101	110	-9	105	102	100	0
COc1ccc(S(=O)(=O)N2CCN(C3CCCCCCC3)CC2)cc1	99&93	4&33	98&99	-11&16	100&94	102&99	27&17	105&105	100&98	97&97	-1&3

Assay outcomes as filed in PubChem BioAssay.
